CHT PAM: CHT positive allosteric modulators, primary screen, cell-based, membrane potential dye, choline EC20; High affinity choline transporter 1 (Homo sapiens), Q9GZV3; B-score at 10 µM; 310,000 compounds, 0.49% hits; CHT-expressing cells; hits give high values; LV-AA mutant CHT in HEK293 cells;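 active means initial fluorescence not abnormally high and integrated response B-score, plate-corrected, over 3 SD above library mean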
Target sequence (Q9GZV3 whole entry, looked up): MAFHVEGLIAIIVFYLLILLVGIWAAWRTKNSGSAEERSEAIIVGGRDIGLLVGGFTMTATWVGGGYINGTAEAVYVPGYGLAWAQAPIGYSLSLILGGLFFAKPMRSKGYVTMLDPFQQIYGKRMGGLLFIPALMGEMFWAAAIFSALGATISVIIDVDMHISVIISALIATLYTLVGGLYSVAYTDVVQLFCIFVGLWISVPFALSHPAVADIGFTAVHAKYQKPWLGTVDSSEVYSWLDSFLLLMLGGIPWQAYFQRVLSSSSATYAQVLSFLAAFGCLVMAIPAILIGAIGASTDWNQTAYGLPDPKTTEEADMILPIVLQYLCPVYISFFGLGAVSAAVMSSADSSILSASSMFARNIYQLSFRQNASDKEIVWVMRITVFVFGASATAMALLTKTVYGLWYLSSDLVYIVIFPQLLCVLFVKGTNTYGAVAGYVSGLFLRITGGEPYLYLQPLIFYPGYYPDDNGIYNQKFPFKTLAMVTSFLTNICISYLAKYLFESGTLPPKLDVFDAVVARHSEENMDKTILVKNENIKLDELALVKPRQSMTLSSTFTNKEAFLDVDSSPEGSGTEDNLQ
OX1R antag-1: antagonists of human orexin 1 receptor (OX1R); Orexin/Hypocretin receptor type 1 (Homo sapiens), O43613; OX1R-expressing cells, FRET antagonist read-out; inhibition, % at 6.6 µM; 330,000 compounds, 1.8% hits; AID 485270, 2010; in the data active means inhibition mostly above about 38%, no sharp cut-off; inactive means mostly below about 40%;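 further: 0% = agonist challenge alone and 100% = reference antagonist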
Target sequence (O43613 whole entry, looked up): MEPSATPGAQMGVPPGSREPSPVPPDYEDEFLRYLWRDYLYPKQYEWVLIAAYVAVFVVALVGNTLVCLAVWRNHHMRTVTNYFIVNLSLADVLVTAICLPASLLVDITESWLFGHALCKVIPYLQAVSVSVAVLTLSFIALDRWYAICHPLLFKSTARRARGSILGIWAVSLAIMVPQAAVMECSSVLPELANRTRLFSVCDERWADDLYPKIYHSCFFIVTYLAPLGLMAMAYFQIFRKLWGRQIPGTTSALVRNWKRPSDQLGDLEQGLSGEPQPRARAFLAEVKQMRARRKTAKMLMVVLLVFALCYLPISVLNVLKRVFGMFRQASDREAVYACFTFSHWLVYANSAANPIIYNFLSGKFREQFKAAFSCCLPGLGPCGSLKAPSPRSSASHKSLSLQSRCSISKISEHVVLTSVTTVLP
OX1R antag-2: OX1R (HCRTR1) antagonists, primary screen, fluorescence, CHO/OX1R cells, Fluo-8 calcium, orexin A; Orexin/Hypocretin receptor type 1 (Homo sapiens), O43613; Fluo-8 calcium fluorescence; inhibition, % at 5 µM; 330,000 compounds, 0.43% hits; AID 434989, 2010;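 active means inhibition above its plate's threshold, mean inhibition of all tested compounds on the plate plus 3 SD, cut at about 37% in these data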;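 further: 0% = orexin A challenge wells and 100% = SB-334867-A antagonist wells; not every result past the cut was called active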
Numbers without * were called inactive; i = inactive; . = no result given.

Start of the data: the first 4 entries, ahead of the listing:
Results follow in this order: CHT PAM, OX1R antag-1, OX1R antag-2
[1] COC(=O)C1C(=O)C2=C(CC1C)NC(=O)CC2c1cccc(C)c1 (centres undefined)
    i, 19, -16
[2] CSc1cccc(NC(=O)COC(=O)c2ccccn2)c1
    ., 3, -92
[3] CN1C(=O)CC(N2CCN(c3ccc(Cl)c(Cl)c3)CC2)C1=O (centres undefined)
    i, 4, 6
[4] COc1ccc(NC(=O)Nc2ccc(Cc3ccncc3)cc2)cc1OC
    i, 20, -11

The list itself (from the top)
Results follow in this order: CHT PAM, OX1R antag-1, OX1R antag-2
[1] COC(=O)C1C(=O)C2=C(CC1C)NC(=O)CC2c1cccc(C)c1 (centres undefined)
    i, 19, -16
[2] CSc1cccc(NC(=O)COC(=O)c2ccccn2)c1
    ., 3, -92
[3] CN1C(=O)CC(N2CCN(c3ccc(Cl)c(Cl)c3)CC2)C1=O (centres undefined)
    i, 4, 6
[4] COc1ccc(NC(=O)Nc2ccc(Cc3ccncc3)cc2)cc1OC
    i, 20, -11
[5] CC(=O)Nc1ccc(NC(=O)COc2ncnc3ccccc23)cc1
    i, 9, -1
[6] CCCN(CC(=O)Nc1ccc(OC)c(OC)c1)CC(=O)Nc1ccc(F)c(F)c1F
    i, 17, -30
[7] Cc1ccc(N=C2NC(=O)/C(=C/c3cccn3C)S2)cc1
    i, 17, 21
[8] Cc1ccc(S(=O)(=O)NC2CCCCC2)cc1
    ., 0, -19
[9] COc1ccc(Cn2c(=O)oc3ccc(C)cc32)cc1OC
    i, 10, 0
[10] Cc1ccc(C)c(NC2=CC(=O)CC(C)(C)C2)c1C#N
    i, 7, 6
[11] CCOC(=O)CN1C(=O)C(Sc2n[nH]c(-c3ccccc3)n2)CCc2ccccc21 (centres undefined)
    i, 20, -5
[12] O=C(Nc1cccc(Cl)c1)Nc1nc(-c2ccc(Cl)cc2)cs1
    i, 18, 29
[13] COC(=O)Cn1c(=O)c2c(n(Cc3ccccc3)c1=O)N/C(=C/c1ccc(Br)cc1)C2=O
    i, 3, 4
[14] O=[N+]([O-])c1ccc(CNc2cccc(F)c2)s1
    i, 26, -5
[15] COC(=O)[C@@]12CCCCN1[C@H](c1ccc(SC3CCCCC3)cc1)[C@H]1C(=O)N(C)C(=O)[C@H]12
    i, 19, -49
[16] Cc1c(NC(=O)Nc2ccc([N+](=O)[O-])cc2)c(=O)n(-c2ccccc2)n1C
    i, 1, 4
[17] O=C(NCc1ccco1)c1nc2nc(-c3cccs3)cc(C(F)(F)F)n2n1
    i, 70*, -25
[18] CC(=O)c1ccc(NC(=O)CC2Nc3cccc4cccc(c34)NC2=O)cc1 (centres undefined)
    i, 22, -29
[19] Cc1ccc(C(=O)NC(=O)OCCn2c(C)cnc2[N+](=O)[O-])cc1
    i, 55, -11
[20] COC(=O)C1=NN(c2cccc3ccccc23)C2C(=O)N(c3ccccc3OC)C(=O)C12 (centres undefined)
    i, 2, -23
[21] Nc1nc(SCC(=O)Nc2cc(-c3ccccc3)nn2-c2ccccc2)n[nH]1
    i, 12, -12
[22] O=c1cc(N2CCOCC2)c2ccccc2o1
    i, 28, 0
[23] CC1CCCCC1NC(=S)Nc1ccc(Cl)cc1Cl (centres undefined)
    i, 38, -6
[24] Cc1[nH]c2ccccc2c1C(c1ccncc1)N1CCC(C)CC1 (centres undefined)
    i, 5, -14
[25] CCOc1ccc2ccccc2c1CNc1nnnn1CC
    i, 9, -13
[26] C=CCOn1c(=O)c(-c2ccc(OC)c(OC)c2)[n+]([O-])c2ccccc21
    i, 61*, -33
[27] CC(=O)CSc1ncnc2sc3c(c12)CCCC3
    i, 14, -39
[28] CC(C)c1ccc(/C=C2\Oc3c(ccc(O)c3CN3CCN(C)CC3)C2=O)cc1
    i, 18, -19
[29] CNC(=O)CN(c1ccc(OC)cc1)S(=O)(=O)c1ccc(F)cc1
    i, 10, -7
[30] COc1ccc(NC(=O)C2CCCN(CCCc3ccccc3)C2)cc1OCC(C)C (centres undefined)
    i, -2, -23
[31] C[C@@H]1[C@H](O)C[C@@]23COC(=O)C2=CCCC3[C@@]1(C)CCC1COC(=O)C1 (some centres undefined)
    i, 15, -25
[32] C=CCn1c(C)cc(C(=O)CSc2nc3ccccc3o2)c1C
    i, 35, 41*
[33] C/C(=N/Nc1ccnc2cc(Cl)ccc12)c1ccc(O)cc1
    i, 29, -6
[34] CCc1ccccc1NCC(=O)Nc1ccc(Cl)c(C(F)(F)F)c1
    i, 51, 13
[35] COCCN=C1Sc2nc3ccc(C)cc3cc2CN1Cc1cccs1
    i, 42, -7
[36] COc1ccc(S(=O)(=O)N(C)CC(=O)Nc2ccccc2SC)cc1Cl
    i, 19, -5
[37] O=C(CCc1ccccc1)NCCc1cccs1
    i, 20, -10
[38] Cc1ccc(-c2cc(C(=O)NCc3ccc4c(c3)OCO4)no2)cc1
    i, 11, -8
[39] CCOP(=O)(OCC)C(Nc1ccc(C(=O)O)cc1)c1ccccc1 (centres undefined)
    i, 8, -9
[40] O=C(COc1ccc(Nc2ccccc2)cc1)OCC(=O)N1CCCCC1
    i, 28, -13
[41] CCCNC(=O)C(Cc1ccccc1)NC(=O)Cc1ccccc1 (centres undefined)
    ., 8, -14
[42] Fc1ccccc1OCCCCSc1ncccn1
    i, 14, -3
[43] COc1ccc(C2C(C#N)=C(C)NC(C)=C2C(=O)OC(C)C)c(OC)c1 (centres undefined)
    i, 38, -16
[44] CCn1ncc(C(=O)Nc2ccccc2C)c1C
    i, 16, -6
[45] C/C(=N\O)C(C)(C)Nc1ccc(F)cc1
    i, 9, -7
[46] CC(=O)c1ccc(C#CC(C)(C)O)s1
    i, 28, -8
[47] COc1ccc2cc(C(c3nnnn3C(C)(C)C)N3CCSCC3)c(=O)[nH]c2c1 (centres undefined)
    i, 5, -12
[48] CN(C)/C(Cn1cncn1)=C1/N=C(c2ccccc2)OC1=O
    i, 10, -8
[49] COc1ccc2c3c([nH]c2c1)C1(NCC3)C(=O)Nc2ccccc21 (centres undefined)
    i, -1, -1
[50] COc1cc(/C=N/O)cc(Br)c1OCC(=O)NCc1ccccc1
    i, 23, -20
[51] COc1cccc(CNc2ncc(Br)cc2Br)c1O
    i, 24, -24
[52] C=C(C(=O)c1ccccc1)C(c1ccccc1)C(C)C(=O)c1ccccc1 (centres undefined)
    i, 16, -22
[53] CCCCC1(c2ccc(F)cc2)NC(=O)N(CC(=O)Nc2ccc(N3CCOCC3)cc2)C1=O (centres undefined)
    ., 5, 14
[54] O=C(c1ccc2nc3ccccc3c(=O)n2c1)N1CCN(Cc2ccc3c(c2)OCO3)CC1
    i, 6, -28
[55] CC1=Nc2cc(Cl)ccc2Oc2ccccc21
    i, 8, -30
[56] CN(Cc1ccccc1)C(=O)COC(=O)c1ccccc1NS(=O)(=O)c1cccc(N)c1
    i, 36, -10
[57] Cc1cc(C(=O)OCC(=O)Nc2ccc(F)cc2[N+](=O)[O-])c2ccccc2n1
    i, 12, -25
[58] O=C(N/N=C/c1c[nH]c2ccccc12)c1cc(Br)ccc1O
    i, 15, -6
[59] CSCCC(NC(=O)c1ccccc1C)C(=O)O (centres undefined)
    i, 26, -2
[60] CN(C[C@H](Cc1ccccc1)N(C[C@H](CC1CCCCC1)N(CCc1ccccc1)N=O)N=O)N=O
    i, 9, -20

Continued:
Results follow in this order: CHT PAM, OX1R antag-1, OX1R antag-2
[61] COc1ccccc1/C=C1\SC(=O)N(CCC(=O)NNC(=O)c2ccccc2Cl)C1=O
    i, 11, -42
[62] CC(C)(C)OC(=O)N1Cc2ccccc2C[C@H]1C(=O)NCC(=O)Nc1ccc2c(c1)OCCO2
    i, 14, -26
[63] CCCCNc1c(-c2ccc(OC)c(SC3CCCCC3)c2)nc2cnccn12
    i, 25, -9
[64] Cc1nn(C)c(C)c1C(C)NC(=O)c1cc(COc2cncc(Cl)c2)on1 (centres undefined)
    i, 19, -5
[65] CCCCn1c(NC(=O)c2ccc(Br)o2)c(S(=O)(=O)c2ccccc2)c2nc3ccccc3nc21
    i, 7, -25
[66] CCOc1ccc(C(O)(c2ccccc2)C(CN2CCCC2)c2ccccc2)cc1 (centres undefined)
    i, 6, -27
[67] Cc1cccc(NC2=NC(C)(C)N=C(N)N2)c1
    i, 8, -8
[68] COc1cc(C(=O)COC(=O)C2CCCCC2)cc(OC)c1OC
    ., 9, -26
[69] Cc1nn(Cc2ccccc2)c(C)c1CNC(=O)c1ccc(F)c(S(=O)(=O)N2CCOCC2)c1
    ., 5, -21
[70] O=[N+]([O-])c1ccc(S(=O)(=O)NCCS(=O)(=O)N2CCN(c3ccccc3)CC2)cc1
    i, 17, 1
[71] CNS(=O)(=O)c1cc(O)c2c(S(=O)(=O)NC)cccc2c1
    i, 30, -15
[72] COc1ccc(NC(=O)CNC(=O)C2CCCCC2)cc1
    i, 9, 2
[73] Nc1ccc(C(=O)Nc2ccc(NC(=O)c3ccco3)c(O)c2)cc1
    i, 15, -17
[74] Cc1occc1-c1nnc(SCC(=O)N2CCN(c3ccccc3F)CC2)n1C
    i, 9, -29
[75] CC(C)c1ccc(OCC(=O)Nc2ccc(OC(F)(F)F)cc2)cc1
    i, 7, -6
[76] CCCC(=O)NC(c1ccccc1Cl)c1ccc2cccnc2c1O (centres undefined)
    i, 33, -12
[77] CCc1nnc(NS(=O)(=O)c2ccc(NC(=S)NC(=O)c3cccs3)cc2)s1
    i, 14, -19
[78] Cc1cccc(-n2cc[nH]c2=S)c1
    i, 3, -11
[79] Cc1cc(C(=O)COc2cc(F)ccc2[N+](=O)[O-])c(C)n1C1CC1
    i, 38, -32
[80] COc1ccccc1NC(=O)c1[nH]c(C)c(C(C)=O)c1C
    i, 15, -35
[81] CC(=O)c1c(C)[nH]c(C(=O)NCc2ccccc2)c1C
    i, 16, -6
[82] C=Cn1cc[n+](CC(=O)c2cc(C(C)(C)C)c(O)c(C(C)(C)C)c2)c1
    i, 18, -39
[83] Oc1c(N=NC(=S)Nc2ccccc2F)c2ccccc2n1Cc1ccccc1
    i, 23, -10
[84] Cc1ccc(C)c(OCc2cc(C(=O)N3CC[C@@H]4CCCC[C@H]4C3)no2)c1
    i, 21, -38
[85] CC1=C(C(=O)OC2CCCC2)C(c2coc3ccccc3c2=O)C2=C(CC(C)(C)CC2=O)N1 (centres undefined)
    i, 17, -11
[86] Cc1n[nH]c(C)c1CCCCOc1ccc([N+](=O)[O-])cc1
    i, 37, -5
[87] O=C1C(Cl)=C(N2CCCCCC2)C(=O)N1c1ccccc1
    i, 16, -31
[88] CCOC(=O)C1=C(Nc2ccccc2)CC(C)(O)C(C(=O)OCC)C1c1ccc(Br)cc1 (centres undefined)
    i, 25, -37
[89] Cc1ccc(S(=O)(=O)N2[C@@H](c3ccc(F)cc3)C(C(=O)O)=CC[C@H]2c2ccc(C(C)C)cc2)cc1
    i, 14, -4
[90] Cc1[nH]c2ccccc2c1C(c1ccncc1)N1CCN(c2ccccc2F)CC1 (centres undefined)
    i, 10, 16

In a second layout: 5 of the compounds above.
62. CC(C)(C)OC(=O)N1Cc2ccccc2C[C@H]1C(=O)NCC(=O)Nc1ccc2c(c1)OCCO2
63. CCCCNc1c(-c2ccc(OC)c(SC3CCCCC3)c2)nc2cnccn12
64. Cc1nn(C)c(C)c1C(C)NC(=O)c1cc(COc2cncc(Cl)c2)on1 (centres undefined)
65. CCCCn1c(NC(=O)c2ccc(Br)o2)c(S(=O)(=O)c2ccccc2)c2nc3ccccc3nc21
66. CCOc1ccc(C(O)(c2ccccc2)C(CN2CCCC2)c2ccccc2)cc1 (centres undefined)

| assay / compound | 62 | 63 | 64 | 65 | 66 |
| --- | --- | --- | --- | --- | --- |
| CHT PAM | i | i | i | i | i |
| OX1R antag-1 | 14 | 25 | 19 | 7 | 6 |
| OX1R antag-2 | -26 | -9 | -5 | -25 | -27 |

Only OX1R antag-1 and CHT PAM (three entries from above):
nr | molecule | OX1R antag-1 | CHT PAM
88 | CCOC(=O)C1=C(Nc2ccccc2)CC(C)(O)C(C(=O)OCC)C1c1ccc(Br)cc1 (centres undefined) | 25 | i
89 | Cc1ccc(S(=O)(=O)N2[C@@H](c3ccc(F)cc3)C(C(=O)O)=CC[C@H]2c2ccc(C(C)C)cc2)cc1 | 14 | i
90 | Cc1[nH]c2ccccc2c1C(c1ccncc1)N1CCN(c2ccccc2F)CC1 (centres undefined) | 10 | i

Further records follow.
Results follow in this order: CHT PAM, OX1R antag-1, OX1R antag-2
[91] Cc1nc(-c2ccc(Br)cc2)ccc1C(=O)O
    i, 16, 8
[92] CN(C(=O)COC(=O)c1ccc(Cl)c(S(=O)(=O)N2CCCCC2)c1)C1(C#N)CCCCC1
    ., 3, 7
[93] COC(=O)c1cc(Br)ccc1NC(=O)Nc1ccc(C)cc1
    i, 8, -2
[94] Cc1csc(NC(=O)c2ccc[nH]c2=O)n1
    i, 6, -11
[95] COc1ccc(S(=O)(=O)Nc2ccc3c(c2)n(C)c(=O)n3C)cc1OC
    i, -2, -11
[96] CC1(C)Nc2ccccc2N(Cc2ccc([N+](=O)[O-])cc2)C1=O
    i, 11, -3
[97] Cc1cc(C)n(C(=O)CCC(=O)Nc2ccc(C)c(C)c2)n1
    i, 6, -13
[98] Cc1cc(C)n(CC(=O)Nc2ccc(N3CCOCC3)c(Cl)c2)c(=O)c1C#N
    i, 10, -12
[99] CC(C)NS(=O)(=O)c1cccc2nsnc12
    i, 72*, -7
[100] COc1ccc2nc3n(c(=O)c2c1)-c1ccc(Cl)cc1C(=O)NC3Cc1ccccc1 (centres undefined)
    ., 7, -25
[101] CCCc1nnc(SCC(=O)Nc2nccs2)o1
    i, 3, 11
[102] O=C(NC1CCS(=O)(=O)C1)c1cccc(Cl)c1 (centres undefined)
    i, 25, -5
[103] CCC(C)(C)c1ccc(Oc2ccc(NC(=O)COC(=O)C3=COCCO3)cc2)cc1
    i, 24, 12
